BRCA1 expr up – BRCA1 expression activation; MCF7-BRCA1-FFLuc reporter, luminescence, 48 h; response scale: scaled: vehicle 0%, 10 µM genistein 100%; actives 1.1% (n = 380,000); Potency, µM (titrated, usually from 46.1 µM), without a hit: at the top dose activation, actives largely listed as activators; active means well fitted activation curve with a large enough effect; further: nearly all actives have a fitted effect of over 80% in size; some results filed as inactive show a strong effect at the top dose
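Cells: MCF7-BRCA1-FFLuc, 2000/well. Exposure: 48 h, 37 °C, 5% CO2. Read: luminescence, 15 min post-substrate. Controls: genistein 10 microM (maximal activation), DMSO (neutral).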
Active calls of the source: *. Potency means the concentration at half of the fitted maximal effect. This is a subset; the hit share may differ from the screen's.

| BRCA1 expr up | structure |
| --- | --- |
| 62.0% | CC(C)(C)c1ccc(C(=O)O/N=C(\N)Cc2cccs2)cc1 |
| 7.2% | CCNC(=O)C1CCCN(C(=O)c2ccc(C(=O)OC)cc2)CC1 (configuration not stated) |
| -24.0% | CCCCn1nnnc1C(c1ccccc1)N1CCN(c2cccc(C)c2C)CC1 (configuration not stated) |
| 13.9% | CCCNC(=O)C1(C)CCCN(C(=O)c2cccc(Cl)c2)C1 (configuration not stated) |
| 18.9% | Cc1ccc(S(=O)(=O)NC(=O)C2(C)CCN2C(=O)c2cccc(F)c2)nc1 (configuration not stated) |
| -4.2% | Cc1ccccc1Cn1c(C)c(C(=O)N(C)Cc2ccc(F)cc2)sc1=O |
| -55.8% | CCc1nc2c(OCc3cc(Cl)cc(Cl)c3)cccn2c1N(C=O)Cc1ccccc1 |
| 17.9% | CS(=O)(=O)Nc1ccc(-c2ccc3nccn3c2)cc1 |
| 32.2% | CNc1ccc(C=O)cc1Cl |
| 2.8% | CCCNC(=O)N(C)C[C@@H]1Oc2ncc(Br)cc2C(=O)N([C@H](C)CO)C[C@@H]1C |
| 11.2% | COc1cc(C(=O)OCCCN2CCOCC2)cc(OC)c1OC |
| 4.3% | CC1(C(=O)NS(=O)(=O)Cc2ccccc2C(F)(F)F)CCN1C(=O)Cc1ccccc1 (configuration not stated) |
| 11.1% | O=C(NCc1ccccc1)C1c2ccccc2OCC(=O)N1CCc1c[nH]c2ccccc12 (configuration not stated) |
| -33.6% | C[C@H]1CNC(=O)c2c(C(=O)Nc3ccc(CNC(=O)OC(C)(C)C)cc3)ncn21 |
| -45.5% | CN(c1ccccc1)c1nc(C#N)nc(N2CCOCC2)n1 |
| -29.5% | CN(C)S(=O)(=O)c1cccc(NC(=O)CNc2cccc(S(=O)(=O)N3CCCCC3)c2)c1 |
| 3.3% | O=C1NC(Cc2ccc(O)cc2)c2nc3ccccc3c(=O)n2-c2ncccc21 (configuration not stated) |
| -52.1% | O=C(NC(c1ccc(Cl)cc1)c1ccsc1)C1CCN(Cc2ccc(Oc3ccccc3)cc2)CC1 (configuration not stated) |
| -19.1% | CSc1ccc(CN2CCC2(C)C(=O)NCc2ccc3c(c2)OCO3)cc1 (configuration not stated) |
| 10.2% | O=C1c2ccccc2C(=O)N1c1cccc(O)c1 |
| -20.6% | COc1ccc(C)cc1NC(=O)COC(=O)c1c(-c2ccccc2)noc1C |
| 3.3% | CCCCNC(=O)C1(C)CCCCN1C(=O)c1cc(OC)ccc1Br (configuration not stated) |
| -12.6% | Fc1ccc(-c2nc3c4ccccc4ccn3c2CC2CCCCC2)cc1 |
| 2.7% | Cc1ccc(OC(=O)N(C)C[C@H]2OCc3cn(nn3)CCCC(=O)N([C@H](C)CO)C[C@@H]2C)cc1 |
| 3.5% | CC1(c2nc3ccccc3[nH]2)CCC(=O)N1C1CC1 (configuration not stated) |
| -21.5% | CNc1nc(N2CCCN(C)CC2)nc2cc(OC)c(OC)cc12 |
| 25.0% | O=C(COC(=O)/C=C/c1cccc(F)c1)NC1CCCCC1 |
| -20.8% | Cc1cc(Cl)ccc1Nc1nc(NCc2ccco2)nc2nccnc12 |
| 11.2% | Cc1ccc(NC(=O)c2nc[nH]c2C(=O)N(C)CCO)cc1 |
| -22.8% | Cc1ccc(S(=O)(=O)N2C[C@H]3n4c(=O)ccc(=O)n4C[C@H](OC(=O)NCc4ccccc4)[C@@]3(O)C2)cc1 |
| 4.6% | Cc1ccc(F)c(S(=O)(=O)NC(=O)C2(C)CCN2C(=O)c2cccc3ccccc23)c1 (configuration not stated) |
| -6.8% | Cc1cc(Cl)ccc1C(O)c1ncc(-c2ccccc2C(F)(F)F)[nH]1 (configuration not stated) |
| -10.0% | O=c1[nH]c(=S)[nH]c2c1C(c1ccc(F)cc1)OC(CCC(F)(F)F)C2 (configuration not stated) |
| -3.9% | C=CCCC(=O)N1C[C@H]2CON(C)[C@H]2C[C@H]1c1ccc(N2CCCCC2)cc1 |
| 8.7% | COc1ccccc1C=C(C(=O)c1ccccc1)c1ccccc1 |
| -19.4% | CCOc1ccc(NS(=O)(=O)c2ccc(Cl)c(N=Nc3c(O)[nH]c(=S)[nH]c3=O)c2)cc1Br |
| -18.5% | CCCNC(=O)CSc1ccc(S(=O)(=O)N(C)C2CCCCC2)cn1 |
| 9.6% | O=C(Nc1ccn(CCCN2CCC(N3CCOCC3)CC2)c(=O)n1)OCc1ccccc1 |
| 2.7% | CC(C)(C)C1CCSC2=NCCC[C@]2(c2ccccc2)C1 (some centres not stated) |
| 12.8% | COc1cccc(CNC(=O)[C@@H]2CCCN2C(=O)[C@@H]2CCCN2C(=O)c2ccccc2)c1 |

An excerpt of these results, comma-delimited:
SMILES,BRCA1 expr up
COc1cccc(CNC(=O)[C@@H]2CCCN2C(=O)[C@@H]2CCCN2C(=O)c2ccccc2)c1,12.8%
C[C@H]1CNC(=O)c2c(C(=O)Nc3ccc(CNC(=O)OC(C)(C)C)cc3)ncn21,-33.6%

Going on with the list.
| BRCA1 expr up | structure |
| --- | --- |
| 21.3% | CCCCNC(=O)C1(C)CCN1C(=O)c1ccc(C(F)(F)F)nc1C (configuration not stated) |
| 1.8% | O=C(Nc1ccc2c(c1)OCO2)c1cc(C2CCCCN2S(=O)(=O)c2cccs2)on1 (configuration not stated) |
| -12.3% | CCCCn1nnnc1C(c1cc2ccccc2o1)N(C)CCc1ccccc1 (configuration not stated) |
| 0.0% | S=C(NCCCc1cnc[nH]1)NCCCN(Cc1ccc(Cl)cc1)c1cc(-c2ccccc2)ccn1 |
| 3.9% | O=S1(=O)C[C@H](N2CCN(CC3CC3)CC2)[C@@H](COCc2ccccc2)N1 |
| 2.8% | Cc1cccc(NC(=O)CN2C(=O)C3CC=CCC3C2=O)c1C (configuration not stated) |
| -0.8% | CCNC(=O)C1(C)CCCN(Cc2cccc3c(OC)cc(C(=O)OCC)cc23)C1 (configuration not stated) |
| 2.7% | CC1CCCC(C)N1C(=O)COC(=O)CNS(=O)(=O)c1ccc2ccccc2c1 (configuration not stated) |
| 25.3% | C=Cc1ccc(N=Cc2ccc(N(C)C)cc2)cc1 |
| -6.2% | CCOC(=O)N(C)C[C@@H]1OCc2cn(nn2)CCCC(=O)N([C@@H](C)CO)C[C@H]1C |

A different layout for part of the listing above.
SMILES | BRCA1 expr up
S=C(NCCCc1cnc[nH]1)NCCCN(Cc1ccc(Cl)cc1)c1cc(-c2ccccc2)ccn1 | 0.0%
O=S1(=O)C[C@H](N2CCN(CC3CC3)CC2)[C@@H](COCc2ccccc2)N1 | 3.9%
CCOC(=O)N(C)C[C@@H]1OCc2cn(nn2)CCCC(=O)N([C@@H](C)CO)C[C@H]1C | -6.2%

The listing continues:
| BRCA1 expr up | structure |
| --- | --- |
| -37.0% | C(=C\c1ccnc2ccccc12)/c1ccc(-[n+]2cc[n+](-c3ccc(/C=C/c4ccnc5ccccc45)cc3)cc2)cc1 |
| 37.8% | C[C@H](CO)N1C[C@H](C)[C@H](CN(C)C(=O)Nc2ccc3c(c2)OCCO3)OCc2cnnn2CCCC1=O |
| 5.2% | O=c1oc(-c2ccc(Cl)cc2[N+](=O)[O-])nc2ccccc12 |
| -3.6% | Cc1cccc(OCCC(=O)NO)c1 |
| -5.7% | O=S1(=O)CC(N2CCN(CCO)CC2)CN1Cc1ccc(F)cc1 (configuration not stated) |
| 10.7% | CCCCNC(=O)C1(C)CCN1C(=O)c1cncc(Br)c1 (configuration not stated) |
| -2.3% | Cc1ccc(-c2csc3ncnc(N4CCN(S(=O)(=O)c5ccc(C#N)cc5)CC4)c23)cc1 |
| -4.6% | O=Cc1c[nH]c2ccc(S(=O)(=O)N3CCCCC3)cc12 |
| 14.8% | CN(C)c1cccc(CNC(=O)c2csc([C@H]3C[C@H](O)[C@@H](CO)O3)n2)c1 |
| 23.4% | O=S1(=O)C[C@@H](N2CCN(CCO)CC2)[C@H](COCc2ccccc2)N1 |

A draw from above in order of molar mass, rising:
| BRCA1 expr up | structure |
| --- | --- |
| -3.6% | Cc1cccc(OCCC(=O)NO)c1 |
| -4.6% | O=Cc1c[nH]c2ccc(S(=O)(=O)N3CCCCC3)cc12 |
| 5.2% | O=c1oc(-c2ccc(Cl)cc2[N+](=O)[O-])nc2ccccc12 |
| 14.8% | CN(C)c1cccc(CNC(=O)c2csc([C@H]3C[C@H](O)[C@@H](CO)O3)n2)c1 |
| -2.3% | Cc1ccc(-c2csc3ncnc(N4CCN(S(=O)(=O)c5ccc(C#N)cc5)CC4)c23)cc1 |
| -37.0% | C(=C\c1ccnc2ccccc12)/c1ccc(-[n+]2cc[n+](-c3ccc(/C=C/c4ccnc5ccccc45)cc3)cc2)cc1 |

(further entries)
| BRCA1 expr up | structure |
| --- | --- |
| 6.1% | CC1(C)OC(=O)C2=C(C[C@@H](CCc3ccccc3)O[C@H]2CCc2cccc(Cl)c2)O1 |
| 41.5% | CC(O)(c1ccccc1)c1nc(-c2ccc3c(c2)OCO3)cs1 (configuration not stated) |
| -15.2% | N#CCc1ccc(OCCCN2CCC(C(O)(c3ccccc3)c3ccccc3)CC2)cc1 |
| -2.7% | COc1ccccc1CCNC(=O)C1CC(=O)N(c2ccccc2F)C1 (configuration not stated) |
| -27.1% | O=C(NCc1ccc(Cl)cc1)c1ccc(-c2ccc(F)c(F)c2)c2ccoc12 |
| -25.0% | COc1ccc(C(C)(O)c2nc(-c3cnc4ccccc4c3)cs2)cc1 (configuration not stated) |
| -3.7% | CCc1ccc(N2CC(C(=O)N3CCN(c4ccc([N+](=O)[O-])cc4)CC3)CC2=O)cc1 (configuration not stated) |
| 0.0% | COc1cccc(Cn2c3ccc(NC(=O)CC(C)C(F)(F)F)cc3c(=O)n2C)c1 (configuration not stated) |
| 8.8% | CC1(C(=O)NS(=O)(=O)c2cccc(Cl)c2)CCN1C(=O)Cc1cc(F)ccc1F (configuration not stated) |
| -6.8% | CCOc1ccc(S(=O)(=O)N2CCOCC2)cc1NC(=O)CN1C(=O)NC(C)(C2CC2)C1=O (configuration not stated) |
| -4.7% | C[C@H](CO)N1C[C@H](C)[C@@H](CN(C)C(=O)CN2CCOCC2)Oc2ncc(-c3cncnc3)cc2C1=O |
| -17.0% | COc1ccccc1CNC(=O)C1(C)CCN1Cc1ccc2ccccc2c1 (configuration not stated) |
| 35.2% | O=C(NCc1cc(Cl)cc(Cl)c1)c1ccc2nc([C@H]3C[C@H](O)[C@@H](CO)O3)[nH]c2c1 |
| 0.9% | C[C@@H]1CN([C@@H](C)CO)C(=O)c2cc(NC(=O)c3ccncc3)ccc2O[C@@H](C)CCCCO[C@@H]1CN(C)C(=O)Cc1ccccc1 |
| -3.5% | O=c1[nH]c2ccccc2nc1-c1nnnn1Cc1ccccc1 |
| 8.3% | CCOC1=C2CN(S(=O)(=O)c3ccc(C)cc3)[C@H](c3cccs3)C[C@H]2n2c(=O)n(-c3ccccc3)c(=O)n2C1 |
| 4.3% | CC(=O)OC[C@@H]1CN(Cc2ccccc2)C[C@H](n2cnc3c(N4CCCC4)ncnc32)O1 |
| 21.2% | C=CCNc1nc(NCCCN2CCCC2=O)c2sc(-c3ccccc3)cc2n1 |
| 7.5% | COc1ccc(NC(=O)N(C)C[C@@H]2Oc3cc(Br)ccc3S(=O)(=O)N([C@H](C)CO)C[C@H]2C)cc1 |
| -33.3% | CC(C)C[C@H]1CNC(=S)N1C[C@H]1CCCN1C[C@H](CC(C)C)N1C[C@H](Cc2ccc(O)cc2)N(CCc2ccccc2)C1=S |
| 12.4% | CC(Sc1nnc(-c2ccncc2)n1C)C(=O)NCC(=O)Nc1ccc(F)c(F)c1F (configuration not stated) |
| -2.0% | CCCCNC(=O)C[C@@H]1C[C@@]2(C(=O)OC)CCCCC=C2N(Cc2cccc3ccccc23)C1=O |
| -53.0% | O=[N+]([O-])c1cccnc1Nc1ccc(Cl)cc1 |
| -69.0% | O=C(NC(c1ccccc1)c1ccc2ccccc2n1)C1CCN(Cc2cccc(C(F)(F)F)c2)CC1 (configuration not stated) |
| 1.7% | COc1ccc(C(C)NC(=O)C2CCN(CCCc3ccccc3)CC2)cc1OC (configuration not stated) |
| -5.4% | O=C1NC(=O)C(c2ccccc2)(c2ccccc2)N1S(=O)(=O)c1ccccc1 |
| -25.8% | O=C(c1ccccc1)c1ccc(N2CCN(C(=O)c3ccc(F)cc3F)CC2)c(F)c1 |
| -21.1% | CC1(C(=O)NCc2ccc(F)c(F)c2)Cc2c(-c3ccc4c(c3)OCO4)ccnc2O1 (configuration not stated) |
| 6.8% | O=S1(=O)CC(N2CCCCC2)CN1Cc1ccc(F)cc1 (configuration not stated) |
| 6.3% | Cc1cccc(S(=O)(=O)NC(=O)C2(C)CCN2C(=O)c2sccc2C)c1 (configuration not stated) |
| 7.0% | CCCN(C)C[C@@H]1OCCCC[C@@H](C)Oc2ccc(NS(=O)(=O)c3ccc(OC)cc3)cc2C(=O)N([C@H](C)CO)C[C@@H]1C |
| 13.7% | CC(C)NC(=O)c1cc(C2CCCCN2C(=O)c2ccc(C(C)C)cc2)on1 (configuration not stated) |
| -15.6% | COc1ccc(-c2cnc3c(c2)C(=O)N([C@H](C)CO)C[C@H](C)[C@H](CN(C)C(=O)Cc2cccnc2)O3)cc1 |
| -8.8% | CC1CCC(C(O)(C(=O)c2ccccc2)c2ccccc2)C(=O)C1 (configuration not stated) |
| 5.4% | CCS(=O)(=O)NC(=O)C1(C)CCN1C(=O)C1(c2ccc(Cl)cc2)CC1 (configuration not stated) |
| -27.3% | Cc1ccc(CN2CCC[C@]3(N[C@H](c4ccc(C(F)(F)F)cc4)[C@@H]4C(=O)N(Cc5ccccc5)C(=O)[C@@H]43)C2=O)cc1 |
| 11.9% | COCCNC(=O)C1(C)CCN(C(=O)c2ccc3c(c2)C(C)(C)CCC3(C)C)C1 (configuration not stated) |
| 5.5% | COc1ccc(C(CNC(=O)c2ccc(OCc3csc(C)n3)cc2)N2CCCC2)cc1 (configuration not stated) |
| -1.0% | COc1ccc(-c2nc3cccc(C)n3c2Nc2ccc(C)cc2)cc1 |
| -2.3% | CCCCNC(=O)C1(C)CCN1C(=O)c1cc(OC)ccc1Br (configuration not stated) |
| -2.3% | COc1ccc(Cn2c(=O)oc3ccccc32)cc1OC |
